GSK3B inh: human GSK3beta kinase inhibition. activity score (negative = inhibition), % at 10 µM. GST-GSK3beta kinase, ADP-Glo luminescence, 60 min; active compounds read low. actives 0.038% (n = 300,000). AID 2097;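 active = more than half of replicate wells score below -50%, meaning over 50% inhibition versus plate controls; inconclusive = some replicates but at most half score below -50%; inactive = no replicate scores below -50%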;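 also: 0% = median DMSO wells and -100% = median GW8510 positive control wells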
Target sequence (P49841 whole entry, looked up): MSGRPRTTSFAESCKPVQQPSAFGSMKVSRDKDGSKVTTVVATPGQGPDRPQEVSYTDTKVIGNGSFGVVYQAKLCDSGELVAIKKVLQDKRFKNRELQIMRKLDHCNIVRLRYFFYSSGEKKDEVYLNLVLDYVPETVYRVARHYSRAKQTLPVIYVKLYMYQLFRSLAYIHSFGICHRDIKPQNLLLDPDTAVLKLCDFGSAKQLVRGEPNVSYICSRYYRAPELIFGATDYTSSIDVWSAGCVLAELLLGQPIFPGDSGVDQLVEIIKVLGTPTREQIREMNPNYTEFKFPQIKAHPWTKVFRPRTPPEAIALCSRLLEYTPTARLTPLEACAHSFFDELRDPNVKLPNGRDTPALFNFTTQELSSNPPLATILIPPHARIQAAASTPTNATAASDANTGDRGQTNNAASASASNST
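test system = GST-tagged human GSK3beta kinase, cell-free | reagent = 25 µM ATP with peptide substrate | dosing = one dose of 10 µM per compound | schedule = 60 min reaction, RT | detection = luminescent ADP-Glo measurement of ADP formed | control set = DMSO neutral wells and GW8510 at 20 µM as positive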
HSF-1 act: increases HSF-1 driven luciferase reporter signal; NIH3T3-HGL HSF-1 luciferase reporter, MG132, 8 h; 100% = twice DMSO control signal; activation, % at 9 µM; actives 1.7% (n = 300,000);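 active = mean replicate activation of at least 50% with a set share of replicates each reaching 50%; inconclusive = only one of those two conditions met; inactive = mean below 50% and too few replicates reaching it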;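 also: 0% = median of the neutral control wells and 100% = twice that signal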
HSF1 inhib: HSF1 inhibition; actives 0.77% (n = 300,000); AID 2098; NIH3T3-HGL HSE-luciferase, MG132-induced, luminescence 8 h; active compounds read low; activity change, negative = inhibition, % at 7.5 µM (by protocol);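 active = more than half of replicate wells show activity change below -50%, luminescence cut by over half; inconclusive = some wells, but at most half, below -50%; inactive = no replicate well below -50%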;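 also: luciferase reports HSF-1 transcriptional activity via heat shock element; 0% = median of DMSO wells and -100% = zero luminescence signal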
AI-2 QS modul: Vibrio harveyi AI-2 quorum sensing modulation; actives 0.4% (n = 300,000); Vibrio harveyi JMH597 AI-2 luminescence/OD600 ratio, 9 h; active compounds read low; strain lacks LuxN and CqsS sensors; 0 = neutral-control median; AID 2094; activity change, % at 7.5 µM; in the data active = activity change below about -75%, passing the limit was not always enough; inconclusive = no clear call, values can overlap the other calls;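 also: luminescence divided by OD600 gain over 9 h not by final OD600 alone; inactives centre near 13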
IEC-6 cytotox: IEC-6 cytotoxicity, counter-screen for KLF5 inhibitors; luminescence viability; inhibition, % at 5 µM; actives 0.78% (n = 290,000); in the data active = inhibition above about 22%;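 also: 0% = plate median of test compound wells and 100% = cytotoxic reference compound wells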
GSK3A inh: human GSK-3 alpha kinase inhibition. P49840. ADP-Glo luminescence, 60 min. inhibition, % at 10 µM. actives 0.1% (n = 320,000). AID 2650;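 in the data active = inhibition above about 50%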;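 also: GST-tagged GSK-3 alpha with peptide substrate and 25 µM ATP; 0% = DMSO neutral wells and 100% = GW8510 positive control wells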
Target sequence (P49840 whole entry, looked up): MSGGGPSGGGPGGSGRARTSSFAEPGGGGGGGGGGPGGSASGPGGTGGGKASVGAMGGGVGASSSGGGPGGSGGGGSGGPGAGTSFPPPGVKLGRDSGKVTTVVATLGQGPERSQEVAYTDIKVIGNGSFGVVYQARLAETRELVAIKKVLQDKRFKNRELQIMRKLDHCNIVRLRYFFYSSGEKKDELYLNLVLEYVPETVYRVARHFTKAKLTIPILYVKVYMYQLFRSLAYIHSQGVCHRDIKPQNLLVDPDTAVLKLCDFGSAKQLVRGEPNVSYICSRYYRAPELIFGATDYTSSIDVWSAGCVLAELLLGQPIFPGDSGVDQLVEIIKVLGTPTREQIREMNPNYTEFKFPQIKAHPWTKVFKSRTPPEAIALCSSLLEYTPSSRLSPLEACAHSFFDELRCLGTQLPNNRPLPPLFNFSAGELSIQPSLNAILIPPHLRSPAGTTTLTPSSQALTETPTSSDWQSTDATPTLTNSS
HSP90 inh: blocks HSP90-mediated luciferase refolding in reticulocyte lysate; Rabbit reticulocyte lysate, luciferase refolding luminescence, 3 h; inhibition, % at 5.6 µM; actives 0.91% (n = 290,000); AID 1789;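 active = inhibition above the screen-wide mean plus 3 SD, computed separately per campaign, cut at about 16% in these data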;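 also: 0% = DMSO wells and 100% = 60 µM geldanamycin wells; inhibitors lower the luminescence because luciferase stays unfolded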
KLF5 inhibitor: inhibitors of KLF5 expression; DLD-1 KLF5 promoter-luciferase reporter, luminescence; inhibition, % at 5 µM; actives 0.23% (n = 290,000);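 active = inhibition above a per-plate limit of that plate's mean compound inhibition plus 3 SD, cut at about 60% in these data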;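 also: 0% = DMSO wells and 100% = LY294002 at 200 µM; higher means less KLF5 promoter-driven luciferase light; inactives centre near -14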
aSyn UTR inh: MLPCN primary screen, SNCA 5' untranslated region | alpha-synuclein 5'UTR reporter, inhibitor activity | inhibition, % (tested at 7.5 µM) | actives 0.82% (n = 300,000) | AID 1813; in the data active = inhibition above about 60%; inconclusive = no clear call, values can overlap the other calls;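 also: H4 neuroglioblastoma cells stably carrying SNCA 5'UTR luciferase fusion; 0% = DMSO wells and 100% = positive control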
PolyA inh: blocks polyadenylation in yeast reporter cells | S. cerevisiae SKY197-pL101 polyadenylation reporter, beta-gal luminescence; efflux-impaired pdr1/pdr3 knockout yeast; score 100 = 6 SD above DMSO | calls only at 12 µM | actives 0.02% (n = 300,000) | AID 1875;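 active = lowest replicate activity score at least 50, where 100 means six control SD above control mean; inconclusive = lowest score under 50 but half or more replicates reach 50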;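 also: yeast exposed to compound for 9 h at 30 °C; higher score means more reporter readthrough which indicates perturbed polyadenylation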
* marks the source's active call; other numbers are inactive results; i = inactive; ? = inconclusive; nt = not tested or not shown.

SMILES	GSK3B inh	HSF-1 act	HSF1 inhib	AI-2 QS modul	IEC-6 cytotox	GSK3A inh	HSP90 inh	KLF5 inhibitor	aSyn UTR inh	PolyA inh
CCN(C(=O)CCc1nc(-c2ccc(OC)cc2)no1)c1cc(OC)ccc1OC	2	nt	nt	7	13	-2	5	11	nt	i
CC1(c2ccc3ccccc3c2)NC(=O)N(CC(=O)Nc2cccc(S(=O)(=O)N3CCOCC3)c2)C1=O (stereo unspecified)	3	36	11	4	-3	0	2	-2	13	i
COc1cccc(NC(=O)C(=O)N2CCOCC2)c1	1	34	27	1	2	0	-4	-55	-173	i
O=C(c1ccc(Br)cc1)c1cn[nH]c1-c1ccccc1O	-3	3	10	-81*	-1	1	2	-15	-27	i
Cc1cccc(OCC(=O)N2CCC(N3CCOCC3)CC2)c1	1	11	0	-4	-2	-1	0	-17	2	i
Nc1cc(-c2ccccc2)n2c(n1)nc1ccccc12	-2	-4	-6	19	-5	-6	-5	-16	-1	i
O=c1oc(-c2cccs2)nc2sc3c(c12)CCC3	2	-3	1	-4	6	-2	1	-7	-25	i
C[C@H]1C=C(C(=O)NCc2ccccc2)O[C@@H](OCc2ccc(CO)cc2)C1	1	11	2	7	4	-3	14	5	-10	i
COCCn1c(SC(C)C(=O)Nc2ncc(Cl)cc2Cl)nc2ccccc21 (stereo unspecified)	4	-3	0	12	24*	1	3	29	15	i
CSc1cccc(NC(=O)c2sc3nc4n(c(=O)c3c2C)CCC4)c1	-1	64*	44	12	-4	-2	-5	-131	-131	i
CCCN(CCC)S(=O)(=O)c1ccc(C(=O)Nc2nnc(CSC)o2)cc1	1	-13	-6	26	4	-6	0	-25	13	i
CC12CCC3(CO)COC(c4ccccc4O1)C2C3 (stereo unspecified)	4	18	-4	-6	-3	1	-1	-9	-1	i
C[C@]12C(=O)N(c3ccc(F)cc3)C(=O)N1[C@@H]1c3ccccc3OC[C@@H]1[C@H]2c1ccccc1	4	5	-4	32	-3	0	-3	2	9	i
CC(CC(=O)Nc1nc2ccccc2[nH]1)c1ccccc1 (stereo unspecified)	-1	40	18	5	7	nt	7	-100	-189	i
CCC(OC(=O)c1cc2sccc2n1C)C(=O)NCc1ccco1 (stereo unspecified)	-3	23	6	20	-4	-4	-2	-4	12	i
CCOc1ccc(NS(=O)(=O)c2ccc(OCC)c3ncccc23)cc1	0	-5	-1	25	3	1	-1	13	8	i
O=C(Cn1nnc2ccccc2c1=O)NCCc1ccc(Cl)cc1Cl	2	-18	-3	-11	-2	-2	2	-3	22	i
O=C(CSC1=NCCS1)Nc1nc2ccccc2s1	-1	56*	29	9	-4	-5	4	-95	-154	i
COc1cc(/C=N/NC(=O)C(Cc2c[nH]c3ccccc23)NC(=O)OCc2ccccc2)cc([N+](=O)[O-])c1O (stereo unspecified)	0	30	7	17	4	2	-4	-27	11	i
COC(=O)c1c(NC(=O)CN2C(=O)NC(CCc3ccccc3)C2=O)sc2c1CCCCC2 (stereo unspecified)	-4	5	-3	19	-2	5	-4	1	15	i
COCCNC(=O)c1ccc(-c2csc(C)n2)cc1	2	4	8	14	-4	nt	-4	-41	-64	i
O=C(Nc1ccccc1C(=O)N1CCOCC1)c1ccc([N+](=O)[O-])cc1	2	19	6	16	-4	1	1	-9	-17	i
Cc1ccc(C)c(NC(=O)/C(C#N)=C/c2cn(CC(=O)NCc3ccco3)c3ccccc23)c1	-24	-1	-14	6	7	1	5	2	?	i
CCOc1ccc(-n2nnnc2SCC(=O)N2CCOCC2)cc1	-1	4	-1	20	1	-2	-2	-8	-52	i
CCOc1ccc(-n2c(Cc3cc(=O)[nH]c(=O)[nH]3)nnc2SCC)cc1	-3	-5	-9	19	-3	-1	1	-11	3	i
N#Cc1ccc(/C=N/NC(=O)c2ccccc2F)cc1	2	22	6	14	6	1	0	-27	-60	i
Cc1ccc(/C(O)=C/C(=O)C(=O)NNC(=O)C(O)(c2ccccc2)c2ccccc2)cc1	1	7	3	4	-1	-6	0	-6	13	i
CCN(CC(=O)Nc1ccc(NC(C)=O)cc1)CC(=O)Nc1cccc(Cl)c1	4	7	7	5	2	-3	0	-32	7	i
Cc1ccc(C2NC(=O)c3c(sc(C)c3C)N2)c(O)c1 (stereo unspecified)	0	nt	nt	2	1	2	2	0	-234	i
NC(=O)C1(N2CCCCC2)CCN(C(=O)NC23CC4CC(CC(C4)C2)C3)CC1	2	-4	-17	27	2	0	-5	4	28	i
CC(=O)N1CCc2cc(S(=O)(=O)NC(CC(C)C)C(=O)N3CCn4c3nc3ccccc34)ccc21 (stereo unspecified)	-5	11	4	4	3	0	5	17	10	i
CSc1ccc(NC(=O)Nc2cccn(Cc3ccccc3)c2=O)cc1	-3	14	18	27	-3	-2	-3	-9	-39	i
CC(=O)N1N=C(c2cccs2)CC1c1ccco1 (stereo unspecified)	-1	-8	-1	18	-3	-2	-1	-20	-4	i
C=CCn1c(-c2sccc2C)n[nH]c1=S	1	-8	7	6	-3	0	-1	-19	1	i
O=C(CSc1nnc(-c2ccncc2)n1Cc1ccccc1)Nc1nccs1	2	0	-3	19	1	5	0	-3	12	i
CCOc1ccccc1CN1CCNC(=O)C1CC(=O)NC1CCCCCCC1 (stereo unspecified)	-3	11	-7	34	-4	0	-1	-10	16	i
O=C(CSCc1c(F)cccc1Cl)Nc1cccnc1	4	-9	-7	6	2	0	1	1	-33	i
Cc1ccc(C(=O)Nc2ccc(C(=O)O)cc2)cc1S(=O)(=O)Nc1cccc([N+](=O)[O-])c1	0	20	-2	15	0	-3	0	-35	4	i
N#CCC(=O)N/N=C/c1cn(Cc2cccc3ccccc23)c2ccccc12	4	24	2	16	-2	-2	-1	-19	52	nt
COc1ccc2c(c1)OC(O)(C(F)(F)F)CC2=O (stereo unspecified)	-2	5	3	8	6	-3	6	-19	-1	i
Cc1ccccc1OCC(=O)OC(C(=O)c1ccccc1)c1ccccc1 (stereo unspecified)	0	4	-12	28	-11	-4	-1	-1	-3	i
O=C(O)C1CCCCC1C(=O)Nc1ccc2c(c1)OCCO2 (stereo unspecified)	-1	-72	-65*	14	3	-1	29*	17	-47	i
COc1ccccc1C(CNC(=O)C(CCSC)NS(=O)(=O)c1ccccc1F)N1CCCC1 (stereo unspecified)	-1	-1	-3	13	nt	-3	nt	nt	5	i
O=C(NNS(=O)(=O)c1ccc(F)cc1)c1sccc1-n1cccc1	3	-6	-13	12	0	0	-1	-5	3	i
COc1ccc(C(=O)NC(C)c2nc3ccccc3[nH]2)cc1OC (stereo unspecified)	0	-6	-3	15	5	nt	2	-7	22	i
O=C(Cn1c(=O)oc2ccccc21)Nc1nnc(N2CCCCCC2)s1	-3	7	-6	5	0	0	-1	-31	9	i
O=C(CCC1CCCCC1)Nc1nnc(C(F)(F)F)s1	-2	12	4	20	5	nt	1	-22	-25	i
CCC[C@@H]1C[C@@]1(CCC)[C@@H](NC(=O)c1ccccc1)c1ccc(C(=O)OC)cc1	-2	-6	-2	27	13	-3	5	-28	-14	i
CCOC(=O)/C(C#N)=C/Nc1cc(C(C)(C)C)sc1C(C)=O	-2	30	-1	15	-3	-1	-1	-28	23	i
CCC(Cc1ccccc1)NCc1c(C(=O)O)c(C)n(Cc2ccccc2)c1C (stereo unspecified)	5	-10	-5	28	-2	0	0	8	8	i

(more compounds)
SMILES	GSK3B inh	HSF-1 act	HSF1 inhib	AI-2 QS modul	IEC-6 cytotox	GSK3A inh	HSP90 inh	KLF5 inhibitor	aSyn UTR inh	PolyA inh
COc1cc(C(=O)NC2CCCCC2)ccc1OC1CCN(C(C)=O)CC1	-2	-13	3	9	-1	nt	0	-8	-4	i
CCCOc1ccc(CNC(=O)C2CCN(C(=O)N3CCOc4ccccc43)CC2)cc1	-2	-6	-3	8	6	1	6	-1	32	i
CCOc1ccc(NC(=O)C2CC=CCC2C(=O)O)cc1 (stereo unspecified)	1	-27	-25	5	0	-2	3	-13	-29	i
Cc1ccc(OCC(=O)Nn2c(C)nc3ccccc3c2=O)c(C(C)C)c1	5	6	0	19	-5	-6	4	6	13	i
O=C(NC1CC1)C1CCCN1S(=O)(=O)c1ccc2ccccc2c1 (stereo unspecified)	4	-6	-7	12	9	0	2	1	-27	i
Cc1cc(C)c2[nH]c(=O)c(C(c3nnnn3C(C)(C)C)N(Cc3ccco3)CC3CCCO3)cc2c1 (stereo unspecified)	3	20	-4	9	-7	1	0	-14	-33	i
COc1cccc(CN2CCNC(=O)C2CC(=O)NCCc2nc(C)c(C)s2)c1OC (stereo unspecified)	2	23	-3	9	0	-2	-2	5	5	i
N#CC1=C(N)Oc2cc(Nc3ccccc3)ccc2C1c1ccncc1 (stereo unspecified)	-4	19	7	8	-1	-2	-2	-26	-6	i
N#C/C(=N/O)c1nc(-c2ccc(F)cc2)cs1	-3	24	1	-49	-5	4	-2	-13	-3	i
CC(C)(C)C(=O)OCc1nc(-c2ccc3c(c2)OCCO3)cs1	0	-62	-52*	-8	2	5	9	-57	-141	i
CCN(C(=O)C(C)N1C(=O)/C(=C/c2ccco2)SC1=S)C1CCS(=O)(=O)C1 (stereo unspecified)	3	-15	5	29	-27	5	8	-24	-23	i
CCc1noc(C)c1C(=O)Nc1cc(S(=O)(=O)N(CC)CC)ccc1N1CCOCC1	3	5	-1	5	nt	nt	nt	nt	6	i
CCOC(=O)N1CCN(c2c(N3CCN(C(=O)OCC)CC3)c(=O)c2=O)CC1	0	-15	0	17	-2	-2	0	-2	4	nt
O=C(Cn1nnc(-c2ccc(Cl)cc2)n1)NC1CCN(Cc2ccccc2)CC1	5	-1	-1	2	2	4	1	2	10	i
CCc1cccc(CC)c1NC(=O)COC(=O)C1(c2ccc(Cl)cc2)CCCC1	1	-10	1	18	0	nt	-2	1	34	i
Cc1n[nH]c(C)c1Cc1c(F)cccc1Cl	-3	9	-1	1	-2	-2	-1	-11	7	i
Cc1nc(NS(=O)(=O)c2ccc(Cl)s2)c2c3c(sc2n1)CCCC3	3	-4	-2	0	-2	-3	1	-43	-5	i
O=c1[nH]c(N2CCCCC2)nc2c1CCCC2	3	13	-7	8	-2	-2	0	-14	9	i
CCn1c(Cc2ccccc2)nnc1SCC(=O)Nc1ccc(N2CCOCC2)c(Cl)c1	1	6	-6	14	2	1	-2	-11	-17	i

Just GSK3A inh, for some of the entries so far:
smiles | GSK3A inh
Cc1nc(NS(=O)(=O)c2ccc(Cl)s2)c2c3c(sc2n1)CCCC3 | -3
O=c1[nH]c(N2CCCCC2)nc2c1CCCC2 | -2

Some of the compounds tested; rates above refer to the full screens.
